Bioassay records: PubChem, National Center for Advancing Translational Sciences (NCATS)
PGK inhibitor – blocks T. brucei phosphoglycerate kinase; P07378; PGK/GAPDH coupled, Kinase-Glo luminescence, 60 min; Potency, µM (top dose mostly 57.5 µM), without a hit: at the top dose activity change, negative = inhibition, actives largely listed as inhibitors; actives 0.043% (n = 380,000); also: % is scaled to controls: 0 for no effect and ±100 for the full control effect; nearly all actives have a fitted effect of over 60% in size
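Recombinant glycosomal PGK reaction used 1,3-bisphosphoglycerate generated in-well by GAPDH (100nM final) in 100mM TEA pH 7.6, 5mM MgCl2, 0.01% Tween-20. After 60 minutes at room temperature, ATP was read by Kinase-Glo Plus luminescence end-point.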
rTrxR1 inhibitor – rat TrxR1 inhibition | O89049 | recombinant rTrxR1, NADPH fluorescence consumption, selenite substrate | Potency, µM (top dose mostly 114 µM), for inactives: top-dose activity change, negative = inhibition, most hits filed as inhibitors | actives 1% (n = 390,000); also: % is scaled to controls: 0 for no effect and ±100 for the full control effect; nearly all actives have a fitted effect of over 65% in size
Target sequence (O89049 whole entry, looked up): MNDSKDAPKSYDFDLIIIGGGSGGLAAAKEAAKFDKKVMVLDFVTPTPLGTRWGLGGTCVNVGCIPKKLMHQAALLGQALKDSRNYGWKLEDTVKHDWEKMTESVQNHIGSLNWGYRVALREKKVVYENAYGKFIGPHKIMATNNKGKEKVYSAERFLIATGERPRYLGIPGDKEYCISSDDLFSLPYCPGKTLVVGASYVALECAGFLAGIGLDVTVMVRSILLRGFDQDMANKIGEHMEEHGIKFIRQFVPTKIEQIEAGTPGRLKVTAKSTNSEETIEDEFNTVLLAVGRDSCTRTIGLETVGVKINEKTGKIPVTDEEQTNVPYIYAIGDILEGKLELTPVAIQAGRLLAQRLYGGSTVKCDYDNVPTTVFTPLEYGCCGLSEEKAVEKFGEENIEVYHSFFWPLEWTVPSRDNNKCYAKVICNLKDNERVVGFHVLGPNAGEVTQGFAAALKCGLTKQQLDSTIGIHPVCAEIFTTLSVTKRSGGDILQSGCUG
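Rat TrxR1 (90 nM in the dispensed reagent) was pre-reduced with 400 uM NADPH for 5 min at room temperature, then incubated with compound for 15 min. After 400 uM selenite was added, NADPH fluorescence (Ex 340/Em 450 nm) was followed for 8 min.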
JMJD2A Tudor inh – inhibitors of human JMJD2A Tudor domain; O75164; AlphaScreen JMJD2A-Tudor / H3K4me3 peptide binding; actives 4.4% (n = 390,000); Potency, µM (series often up to 114 µM), without a hit: at the highest dose activity change, negative = inhibition, actives largely listed as inhibitors; AID 504339; also: % is scaled to controls: 0 for no effect and ±100 for the full control effect; nearly all actives have a fitted effect of over 50% in size
Pin1 inhibitor – blocks the human prolyl isomerase Pin1; Q13526; Pin1 FP peptide displacement, HiFluor488, 10 min; Potency, µM (doses to about 115 µM), inactives show top-dose activity, negative = inhibition, actives largely listed as inhibitors; actives 0.009% (n = 390,000); AID 504891; active = well fitted inhibition curve with a large enough effect in the polarisation, with a control signal flat, not every such curve was filed as active; inconclusive = small, poorly fitted or top-dose-only effect, or effect the other way, or a change in a side signal; inactive = no such curve, though single readings can be large or run the other way; the % refers to the polarisation; also: % is scaled to controls: 0 for no effect and ±100 for the full control effect
Target sequence (Q13526 whole entry, looked up): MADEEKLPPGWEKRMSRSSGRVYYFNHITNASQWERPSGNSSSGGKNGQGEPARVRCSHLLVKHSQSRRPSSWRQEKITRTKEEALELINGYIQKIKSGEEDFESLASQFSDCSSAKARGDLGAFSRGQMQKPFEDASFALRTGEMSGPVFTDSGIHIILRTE
RGS4 inh – human RGS4 inhibition | P49798 | Transcreener GDP fluorescence polarization, RGS4-accelerated GTP hydrolysis | Potency, µM (titrated, usually from 114 µM), without a hit: at the highest dose activity change, negative = inhibition, actives largely listed as inhibitors | actives 0.039% (n = 390,000) | AID 504845; also: % is scaled to controls: 0 for no effect and ±100 for the full control effect; nearly all actives have a fitted effect of over 75% in size; some results filed as inactive show a strong effect at the top dose
Target sequence (P49798 whole entry, looked up): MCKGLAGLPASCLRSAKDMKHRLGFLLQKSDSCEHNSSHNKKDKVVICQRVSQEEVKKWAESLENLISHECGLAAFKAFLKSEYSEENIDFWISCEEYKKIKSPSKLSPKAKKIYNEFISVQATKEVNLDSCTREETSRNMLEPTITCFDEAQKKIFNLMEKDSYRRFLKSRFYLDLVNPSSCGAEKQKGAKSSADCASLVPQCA
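MLSMR compounds (23 nl, pin-transferred) preincubated 10 min at room temperature with a 500nM (2x) first reagent, then RGS4 at 900nM (2x) plus Transcreener GDP mix added; fluorescence polarization (620/688 nm) read before and after 90 min at 30 °C.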
ERG Ets-DNA blk – ERG Ets/DNA interaction inhibition. P11308. fluorescence polarization, His-ERG Ets domain / labelled DNA. Potency, µM (highest dose often 76.9 µM), for the others: at the top dose FP activity, negative = inhibition, most hits filed as inhibitors. actives 0.028% (n = 370,000); active = well fitted inhibition curve with a large enough effect in the polarisation, with a control signal flat; inconclusive = small, poorly fitted or top-dose-only effect, or effect the other way, or a change in a side signal; inactive = no such curve, though single readings can be large or run the other way; the % refers to the polarisation;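 also: polarization taken with two DNA probes labelled with fluorescein and Texas red; % of control where 0% means no effect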
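His-tagged ERG Ets domain (1 uM in the protein solution; 300mM KCl, 50mM Tris-HCl, 1mM EDTA, 1mM DTT, pH 7.5) received compound, then a probe mix of 5 nM fluorescein-DNA and 100nM Texas-615-DNA. Fluorescence polarization was read for both dyes.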
GLS inhibitor – blocks human kidney-isoform glutaminase activity; GLS enzymatic activity, qHTS titration; actives 0.21% (n = 410,000); Potency, µM (doses to about 45.5 µM), for inactives: at the highest dose activity change, negative = inhibition, usual class: inhibitors; AID 624170; O94925; also: % is scaled to controls: 0 for no effect and ±100 for the full control effect
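Glutamate formation by hKGA was monitored fluorometrically using coupled glutamate oxidase, HRP and Amplex Red. Substrate was added as 1 mM L-glutamine solution; incubation was 30 min at RT after an initial read.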
HP1b binding inh – HP1-beta chromodomain-methylated histone interaction inhibition; actives 0.56% (n = 390,000); P83916; Potency, µM (doses to about 114 µM), inactives show top-dose activity change, negative = inhibition, usual class: inhibitors; AID 540317; AlphaScreen HP1-beta / biotin-H3K9me3 peptide binding; also: nearly all actives have a fitted effect of over 70% in size; inactives centre near 23
Target sequence (P83916 whole entry, looked up): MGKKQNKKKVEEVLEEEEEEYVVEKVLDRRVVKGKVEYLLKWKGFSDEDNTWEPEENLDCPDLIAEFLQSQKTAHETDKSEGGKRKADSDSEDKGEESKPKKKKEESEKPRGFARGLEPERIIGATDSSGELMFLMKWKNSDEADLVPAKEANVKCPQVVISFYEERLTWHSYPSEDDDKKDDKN
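AlphaScreen: HP1-beta (50 nM) preformed 30 min with biotin-H3(1-18)K9me3 peptide (50 nM) in PBS pH 7.4, 0.01% Tween-20. Compound added for 30 min at RT, then streptavidin donor/nickel chelate acceptor beads (10 ug/mL) for 30 min.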
ALOX12 inh – blocks human arachidonate 12S-lipoxygenase; Potency, µM (titrated, usually from 108 µM), for the others: at the top dose activity change, negative = inhibition, actives largely listed as inhibitors; AID 1671190; actives 1.1% (n = 580,000); purified 12hLO, xylenol orange hydroperoxide absorbance; also: % is scaled to controls: 0 for no effect and ±100 for the full control effect
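Purified human 12hLO (150 nM final) in 25 mM Hepes, 0.01% Triton X-100, pH 7.0 was preincubated 15 min at room temperature with compound. Then 40 uM arachidonic acid was added, 30 min. Hydroperoxide was read by Fe-XO absorbance ratio 573/405 nm.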
* hit, by the source's call; i = inactive; ? = inconclusive; · = not tested or not shown; & = joins results of further samples; [ ] = another dose, or the depositor's remark. Unless noted, calls follow the shape of the dose curve; as a rule, active = well fitted curve in the direction sought with a large enough effect; inconclusive = small, poorly fitted or top-dose-only effect, or another doubt; inactive = no such curve, though single readings can be large; an effect the other way counts as inactive or inconclusive. Potency is read from the fitted curve at half-maximal effect. This is a subset (hit frequency here may not be typical).

SMILES | PGK inhibitor | rTrxR1 inhibitor | JMJD2A Tudor inh | Pin1 inhibitor | RGS4 inh | ERG Ets-DNA blk | GLS inhibitor | HP1b binding inh | ALOX12 inh
Cc1ccc(S(=O)(=O)n2nc(C)cc2N)cc1 | -8% | 16%[57.1 µM] | -15% | 0% | -11% | 11% | 2% | 36% | -2%
Cc1sc(NC(=O)CCC(=O)O)c(C(N)=O)c1-c1ccccc1 | 1% | -12% | ? | 0% | ? | -1% | -11% | ? | ?
COC(=O)c1ccc(CSc2nc(C)nc3c2c(=O)n(C)c(=O)n3C)o1 | -7% | 11%[57.1 µM] | -17% | -11% | -2% | -14% | -4% | 17% | 4%[57.4 µM]
CCOc1ccc(C(=O)COC(C)=O)cc1 | -8% | 18%[57.1 µM] | -3% | -10% | -29% | -2% | -3% | 23% | 94%[activator]
C=CCNC(=O)c1onc(CSc2nc3ccccc3[nH]2)c1C(=O)NCC=C | 7% | 12%[57.1 µM] | -26% | 4% | -6% | 9% | 5% | 13% | -15%
COc1cccc(C(=O)COc2cccc(NC(=O)c3ccco3)c2)c1 | -3% | 12%[57.1 µM] | -16% | 5% | 8% | 2% | 2% | 7% | 6%
CCc1noc(-c2ccc(N3CCC(C)CC3)c([N+](=O)[O-])c2)n1 | 2% | 9% | -11% | 49%[activator] | -7% | -4% | -14% | 27% | -7%
COc1ccc(N(C(=O)c2ccco2)S(=O)(=O)c2cccs2)cc1 | -4% | -15% | -19% | -4% | 4% | 1% | 11% | 33% | ?
COC(=O)Cc1cc(=O)n2[nH]c(C)nc2n1 | -4% | -6% | ? | ? | 5% | -22% | -7% | -12% | -29%
Cc1ccccc1CC1(CO)CCCN(Cc2c(C)nn(C)c2Cl)C1 (stereo not given) | 1% | 15% | -15% | 4% | 28% | 18% | 18% | 34% | -9%
CCOC(=O)C1CCN(S(=O)(=O)c2ccc3[nH]c4c(c3c2)CCCC4)CC1 | 6% | -18% | 22µM* | ? | -7%[11.4 µM] | -1% | 6% | ? | 12%
COc1ccc(C(=O)NCc2cc(C)nc3ccccc23)cc1OC | 3% | -6%[57.1 µM] | -11% | -1% | -33% | 1% | 1% | 51%[activator] | 27%
Cc1ccc(C(=O)C(C)OC(=O)Cn2cnc3c2c(=O)n(C)c(=O)n3C)cc1 (stereo not given) | i | 15%[57.1 µM] | -18% | 0% | -3% | -2% | -3% | 19% | -6%
CN1CCN(C(=O)c2ccc3c(c2)NC(=O)C(N2CCOCC2)S3)CC1 (stereo not given) | -7% | -14% | -3% | -6% | -11% | -14% | -12% | 39% | 14%
Cc1c(CC(=O)NCCCCCC(=O)O)c(=O)oc2cc3c(cc12)CCC(C)(C)O3 | 9% | ? | -6% | 8% | 15% | -3% | -9% | 49%[activator] | 0%
CC(NC(=O)c1ccccc1NS(C)(=O)=O)c1ccccc1 (stereo not given) | -1% | 7%[57.1 µM] | -8% | -6% | -2% | 2% | 8% | 36% | 2%
CC(C)n1nc(C(=O)Nc2cccc(S(=O)(=O)N3CCOCC3)c2)c2ccccc2c1=O | -6% | 22% | -16% | 0% | 17% | -4% | 11% | 28% | 8%
O=C(Nc1ccccc1)N(Cc1cccs1)c1ccc(Cl)cc1 | 1% | 15% | 8% | 2% | 29% | -3% | 4% | 63%[activator] | -22%
COc1ccc(OC)c(CCNC(=O)c2csc3c2CCCCC3)c1 | -3% | -9% | -20% | 3% | -3% | 0% | 4% | 12% | -14%
Cc1cc(C)c(C(=O)C2OC(=O)C(C)(C)C(=O)C2(C)C)c(C)c1 (stereo not given) | -4% | 16%[57.1 µM] | 14% | -8% | 16% | -4% | 3% | 49%[activator] | -2%
Cn1c(NNC(=O)c2c(F)cccc2F)cc(=O)n(C)c1=O | 10% | 8% | -1% | 8% | 7% | -8% | 32%[activator] | 34% | 9%
Cc1cc(Cl)ccc1OCC(=O)NCc1ccncc1 | · | 11% | -12% | 4% | -2% | · | 0% | 21% | 6%
COc1ccc(CN2C(=S)NC(C)(C)CC2(C)O)cc1 (stereo not given) | 0% | -2% | 8% | 9% | -26% | 1% | 5% | 26% | -20%
COc1ccc(NS(=O)(=O)c2cccc(C(=O)NNC(=O)c3ccccc3O)c2)cc1 | 10% | 8%[57.1 µM] | -19% | -1% | 6% | 1% | 33%[activator] | 23% | ?
C/C(=N/NC(=O)c1ccoc1C)c1cccc(NC(=O)C(F)(F)F)c1 | -3% | 2% | -21%[57.1 µM] | 7% | -14% | -1% | 11% | 34% | -10%
COc1ccc2c(c1OC)C(=O)OC2Nc1nc(-c2ccccc2)cs1 (stereo not given) | -2% | 4.5µM* | ? | -6% | 3% | 5% | 15% | 8% | 8%&133%
CCOC(=O)C1=C(N)OC2=C(C(=O)CC(C)(C)C2)C1c1ccccc1OCC#N (stereo not given) | 8% | 4% | -17% | 7% | 16% | -1% | 12% | 11% | -20%
O=C1c2ccccc2C(Nc2ccc(S(=O)(=O)N3CCCCC3)cc2)N1c1ccccn1 (stereo not given) | -3% | 16%[57.1 µM] | -23% | 16% | 4% | 5% | 4% | 7% | 35%[activator]
O=c1nc2scc(-c3ccccc3)n2c2ccccc12 | · | 11% | ? | -18% | 20% | · | 4% | -2% | -2%
CCc1ccc(NS(=O)(=O)c2c(-c3ccccc3)csc2C(=O)OC)cc1 | -4% | 17%[57.1 µM] | -10% | ? | -24% | 2% | 8% | 15% | -15%

Among those listed so far, these contain a COOH group:
SMILES | PGK inhibitor | rTrxR1 inhibitor | JMJD2A Tudor inh | Pin1 inhibitor | RGS4 inh | ERG Ets-DNA blk | GLS inhibitor | HP1b binding inh | ALOX12 inh
Cc1sc(NC(=O)CCC(=O)O)c(C(N)=O)c1-c1ccccc1 | 1% | -12% | ? | 0% | ? | -1% | -11% | ? | ?
Cc1c(CC(=O)NCCCCCC(=O)O)c(=O)oc2cc3c(cc12)CCC(C)(C)O3 | 9% | ? | -6% | 8% | 15% | -3% | -9% | 49%[activator] | 0%

Carrying on.
SMILES | PGK inhibitor | rTrxR1 inhibitor | JMJD2A Tudor inh | Pin1 inhibitor | RGS4 inh | ERG Ets-DNA blk | GLS inhibitor | HP1b binding inh | ALOX12 inh
CN1C(=S)N(c2cccnc2)C(=O)/C1=C\c1ccc(N(C)C)cc1 | -12% | -3% | ? | 62%[activator] | -28% | 85%[activator] | 14% | -29% | -20%
Cc1cccc(CS(=O)(=O)CC2Nc3ccc(C(=O)NCc4ccccc4)cc3NC2=O)c1 (stereo not given) | i | 6% | -10% | 35%[activator] | 4% | -2% | 10µM* | -13% | 14%
c1ccc2[nH]c3cc4ncnc4cc3nc2c1 | i | -12% | -28% | ? | -15% | 9% | 10% | 13%[57 µM] | -20%
NC(=O)C1=C[C@@H](c2ccc(Br)cc2)C[C@@H](OCCCCO)O1 | -10% | -22% | -14% | 1% | -41% | 4% | -1% | 43%[activator] | -19%
CN1CCN(c2ccc([N+](=O)[O-])cc2NC(=O)c2cccs2)CC1 | -3% | 10% | -12% | -11% | ? | 11% | -2% | -4% | i
Nc1nc(-c2ccccc2)[nH]c(=O)c1N=O | -5% | -5% | -22% | -3% | -9% | 15% | 13% | 8% | ?
Cc1ccc(-c2cc(Cc3ccc(F)cc3)c(=O)[nH]n2)cc1 | -10% | 6% | -2% | 0% | 8% | 1% | -9% | 17% | ?
Cc1ccc(Nc2ncnc(N)n2)cc1 | -1% | 7% | -6% | -5% | 23% | 2% | -1% | 28% | 2%
CCn1c(CSc2nc3ccccc3[nH]2)n[nH]c1=S | 4% | -10% | 6.3µM* | -3% | 1% | 1% | 14% | 11% | ?
CCc1ccc(NC(=O)CSc2nccn2C2CCCC2)cc1 | -4% | 10%[57.1 µM] | -34% | -7% | -38% | -3% | 1% | 19% | -24%
COc1cc(CN2CCC(C(=O)N3CCN(c4ccccc4F)CC3)CC2)ccc1O | 0% | -4% | 2.5µM* | -9% | -36% | -1% | 0% | ? | -24%
CC(C)CNC(=O)COc1ccc2c3c(c(=O)oc2c1)CCC3 | · | 14% | -10% | 1% | 14% | · | 1% | 8% | 7%[57.4 µM]
COc1ccccc1CNC(=O)C1(C)Oc2cccnc2NC1=O (stereo not given) | i | 15%[57.1 µM] | ? | -1% | -3% | 1% | 35%[activator] | 12% | 4%
O=C(CCCN1C(=O)/C(=C/c2ccco2)SC1=S)Nc1ccccc1C(=O)O | -28% | ? | 89µM* | ? | -30%[56.9 µM] | 72%[activator] | ? | -17% | 32µM*
CCCc1cc2c(-c3ccccc3)cc(=O)oc2cc1OCc1ccc(C(=O)O)o1 | ? | 2%[57.1 µM] | -20%[11.4 µM] | ? | ? | -17% | 0% | ? | ?
CCCn1nc(NC(=O)c2cccs2)c2cc3ccccc3nc21 | -3% | -3% | 44%[activator] | 0% | -23% | -13% | -6% | 148%[activator] | ?
CC(=O)c1c(C)oc2c1cc(O)c1ccccc12 | 6% | 12% | -9% | 3% | 15% | 0% | 5% | 22% | 6%
CCCc1ccc(-c2csc(NC(=O)C3=COCCO3)n2)cc1 | 0% | 31% | -12% | 7% | 6% | 5% | 0% | 36% | ?
CN(C)c1cccc(C(=O)Nc2nc3ccc(S(=O)(=O)N4CCCC4)cc3s2)c1 | -7% | 18%[57.1 µM] | -32% | 27% | -19% | 4% | 24% | 32%[activator][57 µM] | -18%
